SENP6 inh: inhibitors of human SENP6 protease; Q9GZR1; Recombinant SENP6 catalytic domain, aminoluciferin luminescence; inhibition, % at 10 µM; 330,000 tested, 1.8% active; AID 2599;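 active means inhibition above about 50% at the single tested dose, limit read from the data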;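 further: plate controls were DMSO wells with enzyme for no effect and DMSO wells lacking enzyme for full effect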
PfG6PD inh: PfG6PD (Plasmodium falciparum) enzyme inhibition | PfGluPho enzyme, NADPH resazurin-diaphorase fluorescence | inhibition, % at 20 µM | 350,000 tested, 0.78% active | AID 504690;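 active means inhibition reaching at least a set limit at 20 µM in the primary screen, cut at about 59% in these data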;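 further: 0% = DMSO wells with substrate and 100% = DMSO wells lacking glucose-6-phosphate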
SENP1 FRET inh: inhibitors of human SENP1 SUMO protease catalytic domain; Q9P0U3; recombinant SENP1 catalytic domain, CyPet-SUMO1-YPet FRET cleavage; inhibition, % at 10 µM; 360,000 tested, 0.21% active; AID 624204;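 active means inhibition at least 30% at 10 µM, raw YFP signal under a set limit, fluorescence ratio 0.5 to 1.5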;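 further: 0% = enzyme with DMSO and 100% = no enzyme wells; some results filed as inactive read as strong as hits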
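material = recombinant human SENP1 catalytic domain, His6-tagged | quantity = 20 pM enzyme | reagent = 25 nM SUMO1 FRET substrate | compound dosing = 10 µM single point, 0.5% DMSO | timing = 50 min enzyme reaction, room temperature, light-protected | detection = FRET, CFP and YFP emission | control set = no-enzyme low, enzyme-DMSO high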
NALP3 yeast inh: NALP3 inhibition in yeast | Yeast reconstituted NLRP3/ASC/caspase-1, beta-gal luminescence, 24 h | inhibition, % at 10 µM | 330,000 tested, 0.39% active | AID 2825;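 active means inhibition of 50% or more; inactive means inhibition below 50%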;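 further: plate controls were induced DMSO wells for no effect and uninduced yeast grown without galactose for full effect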
SENP8 block-1: SENP8 (human) protease inhibition; Q96LD8; recombinant SENP8, Nedd8 substrate fluorescence; inhibition, % at 20 µM; 360,000 tested, 0.64% active; AID 602440; in the data active means inhibition mostly above about 40%, no sharp cut-off; inactive means mostly below about 27%
SENP8 block-2: SENP8 protease inhibition; 330,000 tested, 1.2% active; purified SENP8, Z-RLRGG-aminoluciferin cleavage, luminescence; AID 2540; inhibition, % at 10 µM; Q96LD8; in the data active means inhibition above about 50%
SENP7 inh: blocks the human protease SENP7. inhibition, % at 5 µM. Q9BQF6. recombinant SENP7, Z-RLRGG-aminoluciferin luminescence, 40 min. 330,000 tested, 1.5% active;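 active means inhibition above about 50% at the single test dose, limit read from the data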;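 further: plate controls were DMSO with enzyme for no effect and no enzyme buffer wells for full effect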
Apaf1 inhib: inhibitors of human Apaf-1 apoptosome; 330,000 tested, 0.71% active; AID 489030; O14727; inhibition, % at 20 µM; reconstituted apoptosome caspase-3 activity, DEVD-Rh110 fluorescence; active means inhibition of at least 40% at 20 µM;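 further: plate controls were DMSO wells for no effect and DEVD-CHO caspase inhibitor wells for full effect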
Target sequence (O14727 whole entry, looked up): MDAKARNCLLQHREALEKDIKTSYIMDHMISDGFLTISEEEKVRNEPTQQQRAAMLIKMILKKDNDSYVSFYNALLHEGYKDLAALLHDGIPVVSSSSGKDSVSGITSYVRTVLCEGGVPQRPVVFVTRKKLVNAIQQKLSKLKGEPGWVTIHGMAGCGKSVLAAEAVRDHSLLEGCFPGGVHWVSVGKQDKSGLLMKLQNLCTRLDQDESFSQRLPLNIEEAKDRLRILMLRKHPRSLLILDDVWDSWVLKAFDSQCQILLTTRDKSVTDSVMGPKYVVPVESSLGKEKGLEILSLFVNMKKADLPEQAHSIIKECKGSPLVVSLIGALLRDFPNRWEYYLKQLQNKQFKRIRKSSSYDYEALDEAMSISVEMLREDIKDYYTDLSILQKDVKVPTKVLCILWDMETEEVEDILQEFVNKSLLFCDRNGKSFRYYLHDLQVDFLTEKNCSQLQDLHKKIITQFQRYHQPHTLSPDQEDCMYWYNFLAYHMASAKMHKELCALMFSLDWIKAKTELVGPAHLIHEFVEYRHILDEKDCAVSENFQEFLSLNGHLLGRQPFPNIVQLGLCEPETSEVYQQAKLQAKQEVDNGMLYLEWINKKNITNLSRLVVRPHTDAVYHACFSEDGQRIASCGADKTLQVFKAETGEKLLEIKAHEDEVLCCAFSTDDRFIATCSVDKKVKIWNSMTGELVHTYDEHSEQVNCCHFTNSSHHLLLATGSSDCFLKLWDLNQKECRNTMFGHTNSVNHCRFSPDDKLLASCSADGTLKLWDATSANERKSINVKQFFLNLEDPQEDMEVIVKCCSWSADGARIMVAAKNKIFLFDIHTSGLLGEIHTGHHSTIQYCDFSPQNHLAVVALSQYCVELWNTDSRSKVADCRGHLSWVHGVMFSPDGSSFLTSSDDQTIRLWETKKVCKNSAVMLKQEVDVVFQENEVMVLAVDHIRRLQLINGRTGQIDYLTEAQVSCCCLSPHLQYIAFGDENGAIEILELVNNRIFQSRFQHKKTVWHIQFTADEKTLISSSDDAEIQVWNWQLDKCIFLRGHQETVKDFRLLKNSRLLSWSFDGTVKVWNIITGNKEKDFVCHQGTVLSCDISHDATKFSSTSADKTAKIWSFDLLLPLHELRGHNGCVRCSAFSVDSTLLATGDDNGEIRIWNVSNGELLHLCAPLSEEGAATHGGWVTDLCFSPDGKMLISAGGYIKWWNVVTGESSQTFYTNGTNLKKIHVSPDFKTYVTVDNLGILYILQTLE
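Assay system: Apoptosome proteins | Medium: pH 7.5 Hepes buffer with CHAPS, BSA, DTT | Also added: Cytochrome c and DEVD-Rh110 substrate | Times: 30 min plus 50 min, RT | Detection: Rhodamine 110 fluorescence at Ex 480/Em 540 nm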
HKDC1 inh: blocks human hexokinase HKDC1 activity | Q2TB90 | recombinant HKDC1, G6PDH/diaphorase resazurin coupled fluorescence | inhibition, % at 20 µM | 340,000 tested, 0.16% active | AID 493160;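 active means inhibition above about 35% when tested at 20 µM, limit read from the data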;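 further: plate controls were DMSO wells with enzyme for no effect and DMSO wells lacking enzyme for full effect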
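System: Recombinant HKDC1 hexokinase | Amount: HKDC1 at 5 µg/mL | Reagent: Glucose with 1 mM ATP | Doses: Single 20 µM dose | Incubation: Reaction time 90 min, room temperature, protected from light | Signal: Coupled resazurin fluorescence, excitation 525 nm, emission 613 nm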
* = called active by the depositor; i = inactive; . = no result given; & = joins results of further samples.

item	compound	SENP6 inh	PfG6PD inh	SENP1 FRET inh	NALP3 yeast inh	SENP8 block-1
1	CC(=O)c1c(C(=O)O)c2ccccc2[nH]c1=O	-12	11	-3	5	-385
2	O=C(CN(c1ccccc1)S(=O)(=O)c1ccccc1[N+](=O)[O-])Nc1ccccc1C(=O)N1CCOCC1	0	-15	-1	-1	2
3	COc1cc(Br)c(CNc2cc(C)ccc2C)cc1OC	-25	-7	0	19	18
4	Cc1ccc(O)c(-c2cc(-c3ccccc3F)[nH]n2)c1	62*	-8	0	16	23
5	CC(C)(C)NC(=O)C(c1ccc(F)cc1)N(C(=O)CCC(=O)Nc1ccccn1)C1CCCC1 (stereo not drawn)	2	8	1	17	9
6	CCC(OC(=O)CN1C(=O)C(=O)c2ccccc21)C(=O)Nc1ccc(S(N)(=O)=O)cc1 (stereo not drawn)	-2	2	2	8	15
7	COc1cc(NC(=O)CN(c2ccc(C)cc2)S(=O)(=O)c2c(C)n[nH]c2C)cc(OC)c1	4	4	0	11	19
8	O=C1CCCCCN1Sc1ccccc1	4	29	1	7	23

item	SENP8 block-2	SENP7 inh	Apaf1 inhib	HKDC1 inh
1	2	1	-20	-4
2	-4	-10	8	-2
3	3	2	2	10
4	57*	55*	17	-3
5	-8	-1	3	-4
6	9	3	-5	-3
7	-1	-2	25	-2
8	7	-4	-8	-2

(next part)
item	compound	SENP6 inh	PfG6PD inh	SENP1 FRET inh	NALP3 yeast inh	SENP8 block-1
9	CC(c1ccco1)N(C(=O)COc1ccc(Cl)cc1Cl)c1ccccn1 (stereo not drawn)	-1	-10	-1	21	9
10	CN(C)S(=O)(=O)N(Cc1ccc(Br)cc1)c1ccccc1	-5	0	0	23	7
11	Cc1ccc(-n2nc3c(=S)[nH]nc(C)c3c2C)cc1	-10	9	-7	10	24
12	CCCCN(C)CC(O)Cn1cc(/C=C/C(=O)c2cccs2)c2ccccc21 (stereo not drawn)	.	13	-26	.	-242
13	Fc1ccc(CNC(=S)Nc2ccc(Cl)cc2)cc1	-11	10	1	34	19
14	O=C(Nc1csnn1)c1csnn1	1	-5	1	18	15
15	CC(C)[C@H](NC(=O)[C@H](Cc1ccccc1)n1c(=O)[nH]c2ccccc2c1=O)C(=O)N[C@@H](Cc1ccccc1)C(=O)O	7	5	2	-6	-5
16	CCC(CC)C(=O)Nc1nnc(S(=O)(=O)N2CCCC2)s1	-17	-1	1	5	0

item	SENP8 block-2	SENP7 inh	Apaf1 inhib	HKDC1 inh
9	6	-3	9	5
10	-3	-5	-2	-7
11	3	-4	1	1
12	.	.	.	-5
13	0	3	-1	-4
14	5	9	3	2
15	-1	-2	19	-3
16	9	2	1	-6

Going on with the list:
item	compound	SENP6 inh	PfG6PD inh	SENP1 FRET inh	NALP3 yeast inh	SENP8 block-1
17	CN(C)C(=O)C[n+]1cccc(/C=N/O)c1	-14	-3	0	0	17
18	Cc1ccccc1CNS(=O)(=O)c1ccc2c(c1)C(C)(C)C(=O)N2C	-20	-9	1	-1	7
19	CC(C)=CCC/C(C)=C/CCC(C)NCCN1CCNCC1 (stereo not drawn)	11	.	.	15	.
20	COC(=O)Cc1csc(N)n1	23&-19	1&-5	2&-1	11&-2	15&11
21	O=C1CCCCN1CCCC(=O)N1CCCC(Nc2ccc(F)c(F)c2)C1 (stereo not drawn)	3	5	-1	8	9
22	CCC(=O)NC1CCN(C(=S)NC)CC1	15	-10	0	-2	10
23	CCN1C/C(=C\c2cccc([N+](=O)[O-])c2)C(=O)/C(=C/c2cccc([N+](=O)[O-])c2)C1	.	38	3	.	11
24	O=C(O)c1ccc(N2CCN(Cc3ccc4c(c3)OCO4)CC2)c([N+](=O)[O-])c1	-1	-13	1	22	22

item	SENP8 block-2	SENP7 inh	Apaf1 inhib	HKDC1 inh
17	-10	-6	6	-11
18	-4	-8	4	-1
19	-7	0	24	.
20	9&4	-2&-10	-1&4	0&1
21	-15	-11	-4	3
22	8	2	-20	1
23	.	.	.	43*
24	-5	2	-1	1

(further entries)
item	compound	SENP6 inh	PfG6PD inh	SENP1 FRET inh	NALP3 yeast inh	SENP8 block-1
25	CN(C)S(=O)(=O)c1cccc(C(=O)Nc2ccc(Cl)cn2)c1	-15	-7	1	-24	2
26	CN1CCN(CCC(=O)Nc2ccc(OCc3ccccc3)cc2)CC1	-4	-1	0	18	21
27	COc1cc(OC)cc(C(=O)NCCSC2CCCCC2)c1	-6	-19	1	24	10
28	Fc1cc(Br)ccc1Nc1nc2ccccc2n2nnnc12	13	2	-62	5	-104
29	C=CC[C@@H](CC(=O)N[C@@H](CO)Cc1ccccc1)C(=O)NCCOC(=O)[C@@H](CC=C)Cc1ccc(F)cc1	8	26	1	12	2
30	O=C(O)c1ccccc1C1c2ccccc2Oc2ccccc21	.	-19	2	.	2
31	CCOc1ccc(N(C(=O)c2snc(C(N)=O)c2N)C(C(=O)NCC2CCCO2)c2ccco2)cc1 (stereo not drawn)	-8	-8	-5	22	-235
32	O=C(Nc1ccc2c(c1)Cc1ccccc1-2)c1ccncc1	2	15	2	53*	15

item	SENP8 block-2	SENP7 inh	Apaf1 inhib	HKDC1 inh
25	-15	-10	-6	-7
26	2	7	-3	-2
27	2	-4	5	16
28	8	-1	9	-5
29	-5	10	16	-3
30	.	.	.	-4
31	10	-2	7	1
32	-10	2	6	-9

4 records drawn at random from those above, as already listed:
item	compound	SENP6 inh	PfG6PD inh	SENP1 FRET inh	NALP3 yeast inh	SENP8 block-1
32	O=C(Nc1ccc2c(c1)Cc1ccccc1-2)c1ccncc1	2	15	2	53*	15
29	C=CC[C@@H](CC(=O)N[C@@H](CO)Cc1ccccc1)C(=O)NCCOC(=O)[C@@H](CC=C)Cc1ccc(F)cc1	8	26	1	12	2
30	O=C(O)c1ccccc1C1c2ccccc2Oc2ccccc21	.	-19	2	.	2
26	CN1CCN(CCC(=O)Nc2ccc(OCc3ccccc3)cc2)CC1	-4	-1	0	18	21

item	SENP8 block-2	SENP7 inh	Apaf1 inhib	HKDC1 inh
32	-10	2	6	-9
29	-5	10	16	-3
30	.	.	.	-4
26	2	7	-3	-2

Going on with the list.
item	compound	SENP6 inh	PfG6PD inh	SENP1 FRET inh	NALP3 yeast inh	SENP8 block-1
33	CCN(CC)C(=O)Oc1c(Cl)cc(Cl)c2cccnc12	-5	-23	-1	3	10
34	CCC(CO)Oc1cc(NCc2ccc(C)c(C)c2)c2ncn(C(C)C)c2c1 (stereo not drawn)	8	23	0	13	11
35	COc1ccc(/C=N/NC(=O)Cc2n[nH]c(=O)[nH]c2=O)cc1	9	-12	3	-5	16
36	CC(=O)c1cccc(N2C(=NC(=O)C3CC3)SC3CS(=O)(=O)CC32)c1 (stereo not drawn)	5	-4	-1	6	4
37	CCCCC[C@H](O)/C=C/[C@@H]1[C@@H](CCCCCCC(=O)O)[C@@H](O)C[C@H]1O	5	-3	2	-9	8
38	CCC1(C)Cc2ccccc2-c2nc(NCCO)n(-c3ccc(C)cc3)c(=O)c21 (stereo not drawn)	-10	-2	1	-7	i
39	Cn1cccc1C(=O)C(=O)Nc1ccc(F)c(F)c1	89*	12	4	13	8
40	O=C(c1cc(COc2ccc(F)cc2Cl)on1)N1CCN(c2cnccn2)CC1	0	2	2	27	-408

item	SENP8 block-2	SENP7 inh	Apaf1 inhib	HKDC1 inh
33	3	6	-8	-6
34	-6	3	34	13
35	-7	-13	-3	-5
36	-1	-1	-3	-3
37	0	6	-15	-3
38	8	7	11	10
39	80*	83*	13	-3
40	8	1	13	-1

(list continues)
item	compound	SENP6 inh	PfG6PD inh	SENP1 FRET inh	NALP3 yeast inh	SENP8 block-1
41	N#Cc1ccccc1Sc1ccccc1C(=O)NCC(c1ccco1)N1CCCC1 (stereo not drawn)	-20	-8	-3	11	5
42	CCN(CC)CCNC(=O)C(=O)NCC1OCCN1C(=O)c1ccc2c(c1)OCO2 (stereo not drawn)	4	.	.	2	.
43	COC(=O)/C(=C\Nc1ccccc1)NC(=O)c1ccc(Cl)cc1Cl	-8	-1	2	12	16
44	O=C(Nc1cccc(-c2cccc(Cl)c2)c1)C1CCN(CC2CCOC2)CC1 (stereo not drawn)	-2	12	-1	28	0
45	O=C(CCCCCNc1nc(=S)[nH]c2ccccc12)NCCC1=CCCCC1	2	8	2	13	8
46	COC(=O)c1nn(-c2ccc3c(c2)OCO3)cc1O	72*	5	-3	-19	-265
47	Cc1ccc(NCc2nnc(SCC(=O)N3CCCc4ccccc43)o2)c(C)c1	-3	3	1	24	29
48	Cc1ccc(S(=O)(=O)N2CCOCC2)cc1C(=O)c1nccn1C	-10	2	1	3	-7

item	SENP8 block-2	SENP7 inh	Apaf1 inhib	HKDC1 inh
41	-6	8	16	2
42	1	0	-3	.
43	-6	7	7	6
44	-9	-8	18	-3
45	0	2	-6	-2
46	48	79*	-9	6
47	-13	-8	27	1
48	-2	-8	11	-13

(more compounds)
item	compound	SENP6 inh	PfG6PD inh	SENP1 FRET inh	NALP3 yeast inh	SENP8 block-1
49	O=C(NNC(=O)c1cc(Cl)ccc1O)c1cccs1	43	-22	2	16	-18
50	CC12CCC(c3c(C(=O)O)nn(-c4ccc(F)cc4)c31)C2(C)C (stereo not drawn)	-10	-19	3	-6	24
51	CC(=O)OCC1OC(n2c(-c3ccc(Cl)cc3)ccc(C#N)c2=S)C(OC(C)=O)C(OC(C)=O)C1OC(C)=O (stereo not drawn)	.	17	-26	.	-392
52	COc1ccc(N/C=C2/Sc3ccccc3NC2=O)cc1	3	10	8	29	10

item	SENP8 block-2	SENP7 inh	Apaf1 inhib	HKDC1 inh
49	5	0	8	-9
50	-7	0	10	-3
51	.	.	.	-3
52	-29	-14	-8	7

Two of these compounds, set out differently:
5	CC(C)(C)NC(=O)C(c1ccc(F)cc1)N(C(=O)CCC(=O)Nc1ccccn1)C1CCCC1 (stereo not drawn)
6	CCC(OC(=O)CN1C(=O)C(=O)c2ccccc21)C(=O)Nc1ccc(S(N)(=O)=O)cc1 (stereo not drawn)
assay / compound,5,6
SENP6 inh,2,-2
PfG6PD inh,8,2
SENP1 FRET inh,1,2
NALP3 yeast inh,17,8
SENP8 block-1,9,15
SENP8 block-2,-8,9
SENP7 inh,-1,3
Apaf1 inhib,3,-5
HKDC1 inh,-4,-3

Assay outcomes from PubChem.
